T cell HTS: T cell immune modulators affecting CD8 T cell-vesicle binding; 2C CD8+ T cell-vesicle binding, flow cytometry; hits give low values; calls only at 7 µM; 330,000 tested, 0.068% active; AID 2052;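 active = response, share of CD8 T cells binding vesicles, and their 90th percentile fluorescence all below set limits, cut at about 80% in these data, passing the limit was not always enough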
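Assay system – 2C mouse CD8+ T cells · Also added – QL9-loaded Drosophila micro-vesicles · Timing – Cell–vesicle co-incubation 1.5 h at 37 °C, staining 20 min on ice · Signal – flow cytometry of vesicle-bound cells · Measure – percent CD8+ FL2 mean versus row control · Controls – Peptide-free naked vesicles (low) and QL9 vesicles with 0.7% DMSO vehicle (high)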
Ins promoter up: MIN6 insulin promoter up-regulation. z-score at 5 µM. AID 1625. 190,000 tested, 0.3% active. MIN6 insulin promoter-GFP reporter, high-content imaging; hits give high values;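 active = z-score above 3 at 5 µM with at least 500 cells counted in the well; inconclusive = wells under 500 cells, flagged as cytotoxic or low count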
Autophagy mod: autophagy modulation, high-content screen. MEF GFP-LC3 puncta imaging; test concentration mostly 10 µM. calls only at 10 µM (by protocol). 190,000 tested, 0.98% active;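 active = percentage of spot-positive cells more than 3 SD above its plate mean, without a fluorescence outlier flag or 80% toxicity; inconclusive = no clear call, values can overlap the other calls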;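 also: spot-positive cell cutoff set from DMSO-treated cells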
Lipid droplet: modulators of hepatic lipid droplet formation. AML12 mouse hepatocytes, oleate lipid droplets, BODIPY imaging. inhibition, % at 6.5 µM. 240,000 tested, 0.4% active;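 active = lipid droplet intensity inhibited by at least 50%, with more than 500 cells counted; inconclusive = wells with under 300 cells, treated as cytotoxic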
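Material – mouse AML12 hepatocyte cell line, fixed after treatment · Compound dosing – one dose, 6.5 µM compound · Times – compound with oleate, overnight · Measured by – Image-based BODIPY and DAPI two-channel analysis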
Myeloid diff 2: promotes myeloid progenitor differentiation. calls only at 10 µM. 360,000 tested, 1% active. ER-HoxA9 myeloid progenitors, lysozyme-GFP differentiation, flow cytometry. AID 624256;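 active = normalized GFP-positive differentiation at or above the plate's own cutoff, the solvent-only control mean plus 3 SD; inconclusive = no clear call, values can overlap the other calls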;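 also: cells exposed to compound for four days before flow analysis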
MT stabilize HCS: microtubule stabilization, imaging screen | AID 2205 | % tubulin-high responders, % at 10 µM | 200,000 tested, 0.83% active | HeLa tubulin immunostaining HCS, 24 h; share of cells brighter than vehicle mean+2SD;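 active = plate Z-score above 3 for both tubulin-high and condensed-nucleus cell shares, with cell loss under 80%, at 10 µM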;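 also: anti alpha tubulin signal scored within the nucleus-defined area of each cell; some results filed as inactive read as strong as hits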
bCat nuc transl: modulators of beta-catenin nuclear translocation; HeLa beta-catenin nuclear translocation, immunofluorescence imaging; nuclear translocation activity, % at 5 µM; 190,000 tested, 0.3% active; AID 1665;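 active = nuclear translocation activity above 50% at 5 µM, with a well cell count of 50 or more; inconclusive = wells under 50 cells across six images, flagged as toxic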;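 also: per-cell ratio of nuclear to cytoplasmic median beta-catenin stain intensity; plate controls were DMSO negative control for no effect and GSK-3 inhibitor IX positive control for full effect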
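test system = HeLa cells, endogenous beta-catenin | dosing = single 5 µM dose plus 0.02–20 µM confirmation series | times = compound treatment 24 h, 37°C, 5% CO2 | technique = beta-catenin immunofluorescence imaging with DAPI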
WT yeast gro inh: growth inhibition of WT yeast, mitochondrial fusion screen; inhibition, % at 10 µM; mitochondrial fusion phenotypic screen, WT strain; 190,000 tested, 2.1% active; in the data active = inhibition above about 58%; tested in S. cerevisiae
West Nile virus CPE: West Nile virus antiviral activity, cell-based, CPE readout (AID 1621) | 290,000 tested, 0.02% active | CPE inhibition, % at 10 µM; hits with a dose series show IC50 in µM | West Nile virus-infected cells, CPE inhibition; higher % means a stronger effect; in the data active = a potency from the dose series; inconclusive = CPE inhibition mostly from about 3.7% at the one dose, without a potency; inactive = the rest, 99 in 100 with CPE inhibition below about 2.2%; also: strong numbers were not always called active
WT yeast gro inh mutant strain: recorded beside WT yeast gro inh, whose call it bears; inhibition, %; mitochondrial fusion phenotypic screen, mutant strain inhibition
Ins promoter up cell count: recorded beside Ins promoter up, whose call it bears; cell count; measured here: cytotoxicity, nuclei count;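 total cells summed across four imaged fields per well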
Lipid droplet cells 6.5 µM: second read-out of Lipid droplet, no call of its own (marks repeat the call); cell count; measured here: cell count, cytotoxicity flag;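 cells counted across two imaged fields per well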
bCat nuc transl cell count 5 µM: also measured in bCat nuc transl; calls as there; cell count; measured here: cell count, cytotoxicity flag
T cell HTS vesicle-bound %: further read-out of T cell HTS, marked with its call; double positive events, %; measured here: CD8+ vesicle-bound cell fraction;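 binding gate set so that unloaded-vesicle control wells show 10% double positive cells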
MT stabilize HCS Hoechst-high %: second read-out of MT stabilize HCS, no call of its own (marks repeat the call); % Hoechst-high responders; measured here: nuclear condensation Hoechst responders;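 share of cells brighter than vehicle mean plus two SD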
MT stabilize HCS cytotoxicity %: also measured in MT stabilize HCS; calls as there; toxicity, %; measured here: cytotoxicity by cell density;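 0% = mean cell density of plate MIN control wells and 100% = no cells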
Autophagy mod cell loss 18 h: also measured in Autophagy mod; calls as there; toxicity, %; measured here: cell loss, nuclei count;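 cell loss after 18 h compound exposure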
Myeloid diff 2 GFP+ MAC1+ %: further read-out of Myeloid diff 2, marked with its call; GFP+ MAC1+ double positive, %; measured here: differentiation confirmed by MAC1 staining
* hit, by the source's call; i = inactive; ? = inconclusive; / = not tested or not shown; + = active, no number.

SMILES	T cell HTS	T cell HTS vesicle-bound %	Ins promoter up	Ins promoter up cell count	Autophagy mod	Autophagy mod cell loss 18 h	Lipid droplet	Lipid droplet cells 6.5 µM	Myeloid diff 2	Myeloid diff 2 GFP+ MAC1+ %	MT stabilize HCS	MT stabilize HCS Hoechst-high %	MT stabilize HCS cytotoxicity %	bCat nuc transl	bCat nuc transl cell count 5 µM	WT yeast gro inh	WT yeast gro inh mutant strain	West Nile virus CPE
COc1ccc(C2(c3ccc(OC)cc3)NC(=O)N(CC(=O)Nc3ccccc3)C2=O)cc1	i	27	/	/	/	/	49	777	i	1.2	/	/	/	/	/	/	/	-0.3%
CC(=O)N/C(=C/c1ccc2c(c1)OCO2)C(=O)NCCCO	i	0	/	/	i	-31	4	618	i	0.8	2.9	2.1	7.7	-3.4	1090	4	10	0.0%
Cc1cc(CN2CCC(n3nccc3NC(=O)c3ccccc3Cl)CC2)cc(C)c1O	i	20	/	/	/	/	13	732	i	0.8	/	/	/	/	/	/	/	0.1%
COc1ccccc1N1CCN(C(=O)c2cc(-c3ccccc3O)on2)CC1	i	29	/	/	/	/	-6	756	i	0.7	/	/	/	/	/	/	/	0.3%
CN(C(=O)CN1C(=O)c2ccccc2S1(=O)=O)c1ccccc1C(=O)O	i	11	-0.35	1283	i	-2	14	767	i	7.2	2.0	2.1	5.4	/	/	8	15	-0.1%
CNc1ccccc1C(C)(C)c1cc(-c2cccc(Br)c2)no1	i	46	/	/	i	17	-1	653	+	1.2*	4.8	1.6	3.2	0.2	1140	73*	29*	-0.7%
CC(C)c1ccc(NC(=S)Nc2ccc(OC(F)(F)F)cc2)cc1	i	56	0.18	1574	i	-6	-6	677	i	0.3	3.9	1.8	15	-2.5	1129	27	25	-0.1%
Cc1sc(-c2cccnc2)nc1OC(=O)C1CC1	i	30	0.43	1554	i	26	4	704	i	0.3	4.9	2.1	6.5	-2.0	996	-15	11	0.2%
COc1ccc(N(CC(=O)NCCSC2CCCCC2)S(=O)(=O)c2ccc(C)cc2)cc1	i	10	/	/	/	/	-2	707	i	1.6	/	/	/	/	/	/	/	-0.3%
CCOC(=O)N1CCN(c2c(N3CCN(c4ccc(OC)cc4)CC3)c(=O)c2=O)CC1	i	34	0.36	1009	i	-20	/	/	i	2.3	2.6	2.6	9.5	/	/	-3	-6	0.1%
C/C(=N\Nc1nccnc1Cl)c1ccc(O)cc1	i	51	/	/	/	/	4	823	i	0.2	/	/	/	/	/	/	/	-0.4%
CSc1nc2n(n1)C(c1cc(Br)ccc1F)C(C(=O)N(C)C)=C(C)N2 (stereo unspecified)	i	29	0.3	1630	i	1	/	/	i	0.7	5.7	4.4	11	2.3	1456	-1	3	-0.6%
C=CCN(Cc1nc(-c2cc(OC)c3c(c2)OCO3)oc1C)C1CCS(=O)(=O)C1 (stereo unspecified)	i	58	/	/	i	17	-3	679	i	0.6	2.4	2.8	2.7	2.8	935	10	-5	-1.7%
COc1ccc2c(-c3ccccc3)cc(SCC(N)=O)nc2c1	i	35	0.91	1075	/	/	-4	644	+	0.3*	/	/	/	0.2	1409	/	/	1.3%
COc1cccc(/C=N/Nc2cc(Cl)nc(C)n2)c1O	i	49	-0.36	1423	i	-9	-22	658	i	0.5	/	/	/	0.1	979	13	7	-0.7%
CCOc1ccccc1NC(=S)N(Cc1cc2ccc(C)cc2[nH]c1=O)CC1CCCN1CC (stereo unspecified)	i	43	-0.1	1424	i	18	1	685	i	0.4	2.7	1.6	2.4	-2.5	1047	13	-7	-0.1%
COc1ccc(NC(=O)c2c(C)nn(Cc3ccccc3)c2C)cc1S(=O)(=O)N(C)C	i	37	/	/	/	/	11	794	i	0.3	/	/	/	/	/	/	/	0.8%
COCc1nnc(NS(=O)(=O)c2c(C)cc(C)cc2C)s1	i	34	-0.6	897	i	-1	-1	646	i	1.6	1.3	1.5	7.6	-6.8	1233	3	17	0.9%
COc1cccc(NC(=O)CCN2CCC(C(N)=O)CC2)c1	i	37	0.04	1223	i	6	/	/	i	1.1	2.9	3.9	7.4	-1.5	903	18	-1	0.4%
Cc1ccc(-n2c(SCc3ccc([N+](=O)[O-])cc3)nc3ccccc3c2=O)cc1	i	38	-1.4	1529	i	-4	/	/	i	2.7	1.8	1.2	2.0	-1.2	1404	16	76	2.2%
COc1ccc(C2c3c(ccc4ccccc34)Oc3ncn4nc(-c5ccco5)nc4c32)cc1OC (stereo unspecified)	i	42	0.06	1543	i	-3	27	630	i	0.8	2.3	4.3	8.9	-3.7	1105	-24	8	0.0%
CCCCOc1ccc(C(CC(=O)NC)C(=O)O)cc1 (stereo unspecified)	i	18	0.71	864	i	-2	-4	817	i	0.7	2.2	1.1	7.8	/	/	-8	-11	0.2%
C=CCn1c(SCC(=O)Nc2cccnc2Cl)nnc1-c1ccccc1F	i	36	0.51	1302	i	1	12	598	i	0.3	5.1	2.6	3.8	3.6	536	-2	6	0.0%
COc1ccc(CNCCc2ccccc2)cc1OCC(N)=O	i	15	-0.26	1614	i	-3	/	/	i	11	1.0	1.7	7.0	0.3	1353	52	38	-0.3%
Cc1ccc(S(=O)(=O)NC2(C(F)(F)F)C(=O)Nc3c2c(=O)n(C)c(=O)n3C)cc1 (stereo unspecified)	i	51	-0.83	1044	i	-2	3	804	i	1.8	1.0	0.5	13	/	/	0	-1	0.0%
Following part:
SMILES	T cell HTS	T cell HTS vesicle-bound %	Ins promoter up	Ins promoter up cell count	Autophagy mod	Autophagy mod cell loss 18 h	Lipid droplet	Lipid droplet cells 6.5 µM	Myeloid diff 2	Myeloid diff 2 GFP+ MAC1+ %	MT stabilize HCS	MT stabilize HCS Hoechst-high %	MT stabilize HCS cytotoxicity %	bCat nuc transl	bCat nuc transl cell count 5 µM	WT yeast gro inh	WT yeast gro inh mutant strain	West Nile virus CPE
O=C(COc1ccc(Cl)cc1)NCCSCc1cccc(Cl)c1	i	27	-0.31	1616	i	2	/	/	i	0.7	2.3	2.2	7.3	-1.4	1374	79*	45*	11%
O=S(=O)(c1ccc2c(c1)OCCO2)N1CCC(c2nc3ccccc3[nH]2)CC1	i	58	0.56	1354	i	-1	8	757	i	0.7	1.5	1.3	7.6	-0.5	1212	9	-11	/
CCOC(=O)N1CCN(c2cccc(C)c2C)CC1	i	27	-0.1	1226	i	-4	-3	748	i	0.2	3.3	4.0	9.6	-3.2	560	9	4	-1.0%
Cc1c(N(C)C(=O)c2ccc3c(c2)OCO3)c(=O)n(-c2ccccc2)n1C	i	58	/	/	i	-7	-6	766	i	0.8	3.2	2.7	1.7	-0.6	544	-15	-3	0.0%
COc1ccc(Nc2ccc(N3C(=O)CCCC3=O)cc2[N+](=O)[O-])c(OC)c1	i	49	0.1	1226	i	8	-4	633	i	0.7	4.3	1.4	1.4	1.3	1045	2	2	0.1%
CCOC(=O)c1nnn(-c2nonc2N)c1-c1ccc(OCC)cc1	i	57	3.8*	1949*	i	12	8	672	i	0.8	3.6	3.0	3.5	0.5	1128	-6	-13	-0.1%
Cc1ccccc1C(=O)NC(=S)Nc1ccc(Cc2ccncc2)cc1	i	38	-0.06	1183	i	-5	-8	595	i	0.4	1.7	2.3	2.6	1.1	936	-25	14	-1.3%
CC1(C)CC(=O)N(CC(=O)O)c2ccccc2S1(=O)=O	i	46	0.79	977	/	/	/	/	i	1.6	6.4	2.1	4.2	/	/	6	8	0.2%
CN(c1ccc(C(=O)NCCC2=CCCCC2)cc1)S(C)(=O)=O	i	47	0.69	1150	i	0	13	757	i	0.3	4.8	0.1	26	-4.5	1152	0	13	-0.2%
CCCCCCN1N=C(C)C(C(=O)c2ccc(Cl)cc2)C1=O (stereo unspecified)	i	12	0.02	1503	i	11	/	/	i	0.5	3.1	2.3	8.1	3.9	1363	12	21	1.0%
COc1ccc(-c2nc(C#N)c(NCC3CCCO3)o2)cc1OC (stereo unspecified)	i	33	-0.79	1169	i	-7	/	/	i	5.1	2.0	1.3	6.4	0.8	1099	8	-10	0.4%
CCN(CC)S(=O)(=O)c1cc(NC(=O)Cn2ncc(Cl)c(Cl)c2=O)ccc1C	i	55	?	/	/	/	0	753	?	/	/	/	/	-1.2	1064	/	/	-2.1%
COc1ccccc1-c1nc2ccccc2nc1-c1ccccc1	i	34	-0.02	1384	i	5	-28	651	i	0.1	2.1	2.8	10	3.8	435	31	15	0.7%
O=C(COc1ccc(S(=O)(=O)NC2CCCCC2)cc1)NCc1ccccn1	i	21	0.07	1770	i	-5	4	686	i	1.2	2.7	1.8	3.1	-0.4	990	-7	-13	-0.6%
O=C(Nc1nc2c(s1)CCc1ccccc1-2)c1cccs1	i	56	-0.27	1433	i	14	/	/	/	/	2.8	2.2	3.5	-5.6	1042	10	6	0.2%

Whole records, looked up by structure. Values in the order: T cell HTS, T cell HTS vesicle-bound %, Ins promoter up, Ins promoter up cell count, Autophagy mod, Autophagy mod cell loss 18 h, Lipid droplet, Lipid droplet cells 6.5 µM, Myeloid diff 2, Myeloid diff 2 GFP+ MAC1+ %, MT stabilize HCS, MT stabilize HCS Hoechst-high %, MT stabilize HCS cytotoxicity %, bCat nuc transl, bCat nuc transl cell count 5 µM, WT yeast gro inh, WT yeast gro inh mutant strain, West Nile virus CPE
COc1ccccc1-c1nc2ccccc2nc1-c1ccccc1 across the screens: i, 34, -0.02, 1384, i, 5, -28, 651, i, 0.1, 2.1, 2.8, 10, 3.8, 435, 31, 15, 0.7%
COc1ccc(Nc2ccc(N3C(=O)CCCC3=O)cc2[N+](=O)[O-])c(OC)c1 across the screens: i, 49, 0.1, 1226, i, 8, -4, 633, i, 0.7, 4.3, 1.4, 1.4, 1.3, 1045, 2, 2, 0.1%
CCCCCCN1N=C(C)C(C(=O)c2ccc(Cl)cc2)C1=O (stereo unspecified) across the screens: i, 12, 0.02, 1503, i, 11, /, /, i, 0.5, 3.1, 2.3, 8.1, 3.9, 1363, 12, 21, 1.0%
